TNAP inh hiacc = human TNAP enzyme inhibitors, primary screen, biochemical, luminescent, high phosphate acceptor level, uHTS | purified TNAP, CDP-star luminescence, 1 M DEA | inhibition, % at 20 µM | 200,000 tested, 0.03% active | AID 1135, 2008;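 active = over 50% inhibition of tissue-nonspecific alkaline phosphatase at 20 µM in the single-dose screen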;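 note: plate controls were DMSO wells for no effect and EDTA-quenched wells as full inhibition for full effect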
Target sequence (P05186 whole entry, looked up): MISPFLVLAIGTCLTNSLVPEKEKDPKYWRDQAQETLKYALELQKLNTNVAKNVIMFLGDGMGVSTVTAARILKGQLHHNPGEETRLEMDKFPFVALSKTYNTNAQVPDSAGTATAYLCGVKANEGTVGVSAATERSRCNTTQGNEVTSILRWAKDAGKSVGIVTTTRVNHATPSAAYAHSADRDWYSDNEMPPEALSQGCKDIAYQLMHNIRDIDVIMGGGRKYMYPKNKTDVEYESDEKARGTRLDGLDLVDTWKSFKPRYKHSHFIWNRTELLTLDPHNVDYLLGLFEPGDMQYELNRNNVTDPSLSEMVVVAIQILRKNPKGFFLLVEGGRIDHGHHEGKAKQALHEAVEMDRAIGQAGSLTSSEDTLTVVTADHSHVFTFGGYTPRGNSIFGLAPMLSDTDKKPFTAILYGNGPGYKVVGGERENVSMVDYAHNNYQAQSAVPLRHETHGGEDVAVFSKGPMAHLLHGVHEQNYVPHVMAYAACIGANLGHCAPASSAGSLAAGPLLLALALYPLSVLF
Diaphorase inh = diaphorase inhibitors and chemical oxidizers, primary screen, counter-screen for diaphorase-coupled primary assays, biochemical, uHTS, resorufin fluorescence; inhibition, % at 20 µM; 190,000 tested, 0.69% active; diaphorase resazurin-to-resorufin fluorescence, NADH, 16 min; bacterial (C. kluyveri) enzyme, not human; AID 1217, 2008;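 active = primary screen inhibition at 20 µM above a set limit, cut at about 50% in these data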;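 note: plate controls were DMSO with full reaction for no effect and wells lacking NADH for full effect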
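Assay system: diaphorase enzyme from Clostridium kluyveri. Quantity: enzyme working solution with 0.14 U/mL diaphorase. Schedule: reaction incubation of 16 min at room temperature. Technique: resorufin fluorescence, excitation 544 nm, emission 590 nm. Controls: No-NADH positive control and DMSO neutral control.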
FLuc stim CS = FLuc activators, initial screening, artefact control for FLuc-dependent activation tests, biochemical, ATPlite luminescence; Luciferin 4-monooxygenase (Photinus pyralis), P08659; ATPlite luciferase biochemical, 10 min; 0 = ATP-free wells, 1 = DMSO control; activation factor at 10 µM; 200,000 tested, under 10 active; AID 1027, 2008;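 active = luciferase activation factor, scaled between plate controls, of at least 2 with compound at 10 µM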
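Assay system – cell-free luciferase reagent · Medium – PBS-based ATP solution · Dosing – test compounds dosed from 2 mM stocks in 100% DMSO · Timing – 10 min, room temperature · Technique – light output (luminescence) · Measure – luminescence gain marking luciferase activators · Controls – No-ATP low control, compound-free enzyme-plus-ATP high control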
Diaphorase act = compounds boosting diaphorase resazurin reduction – biochemical, uHTS, resorufin fluorescence, counter-screen for diaphorase-coupled primary assays, primary screen | Diaphorase/resazurin coupled assay, 16 min; stronger effect = higher value; 1 = vehicle wells, 0 = NADH-free wells | activation factor at 20 µM | 190,000 tested, 0.005% active;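 active = diaphorase activity raised at least twofold by the compound at 20 µM; inactive = activation factor below 2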
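test system = bacterial diaphorase enzyme (C. kluyveri) | quantity = enzyme 0.07 U/mL final | reagent = NADH substrate 0.114 mM plus resazurin dye 0.1 mM, final | incubation = 16 min enzyme reaction, ambient temperature | buffer or medium = HEPES pH 7.4 buffer with MgCl2 and Tween 20 | signal = fluorescence of resorufin, 544 nm excitation, 590 nm emission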
G6PDH counter = L. mesenteroides G6PDH inhibitors, counter-screen for G6PDH-coupled screening assays, biochemical, Leuconostoc mesenteroides enzyme; glucose-6-phosphate dehydrogenase [Leuconostoc mesenteroides]; Purified L. mesenteroides G6PDH, diaphorase/resazurin coupled fluorescence, 45 min; inhibition, % at 5 µM; 200,000 tested, 0.12% active; AID 1020, 2008; in the data active = inhibition above about 50%
PMI act = activators of human PMI, primary screen, biochemical, fluorescence intensity, near-Km mannose 6-phosphate; activation factor at 20 µM; purified human PMI, coupled resazurin fluorescence, 20 min; stronger effect = higher value; 1 = vehicle control, 0 substrate-free wells; AID 1214, 2008; 190,000 tested, 0.005% active;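 active = activation factor of 2 or more at 20 µM, relative to plate controls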
Target sequence (P34949 whole entry, looked up): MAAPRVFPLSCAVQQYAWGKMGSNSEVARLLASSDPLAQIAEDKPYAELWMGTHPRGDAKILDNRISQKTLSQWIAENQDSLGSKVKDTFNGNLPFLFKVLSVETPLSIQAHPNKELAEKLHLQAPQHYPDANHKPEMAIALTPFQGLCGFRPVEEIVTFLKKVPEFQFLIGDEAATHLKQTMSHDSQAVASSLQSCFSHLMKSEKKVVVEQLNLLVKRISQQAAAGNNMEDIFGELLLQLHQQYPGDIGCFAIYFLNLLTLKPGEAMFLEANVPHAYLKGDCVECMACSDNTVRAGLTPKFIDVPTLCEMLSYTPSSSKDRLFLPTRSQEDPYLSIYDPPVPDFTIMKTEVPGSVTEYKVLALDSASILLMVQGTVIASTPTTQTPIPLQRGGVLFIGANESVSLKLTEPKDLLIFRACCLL
TNAP act hiacc = TNAP activators at high phosphate acceptor level, primary screen, biochemical, luminescence, uHTS | Alkaline phosphatase, tissue-nonspecific isozyme (Homo sapiens), P05186 | purified TNAP, CDP-star luminescence, 1 M DEA, 30 min; stronger effect = higher value; 0 = EDTA background, 1 = DMSO-only activity | activation factor at 20 µM | 200,000 tested, under 10 active | AID 1136, 2008;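 active = activation factor at least 2 at 20 µM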
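Dosing: 20 µM single point. System: human TNAP. Amount: TNAP 1/800 final. Incubation: 30 min, room temperature. Read-out: TNAP activation factor scaled between EDTA and DMSO control wells. Signal: luminescence from CDP-star hydrolysis. Medium: 1 M DEA, pH 9.8, Mg2+, Zn2+. Control set: EDTA negative control, DMSO positive control.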
Efa HMGR inh = inhibitors of E. faecalis class II HMGR, primary screen, biochemical, Enterococcus faecalis | inhibition, % at 10 µM | AID 1066, 2008 | HMG-CoA reductase (Enterococcus faecalis, mvaE) | 190,000 tested, 0.41% active | purified E. faecalis HMGR, NADPH absorbance 340 nm kinetic;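 active = inhibition above a set limit, the median over all tested compounds plus 3 SD, cut at about 9.5% in these data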;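 note: enzyme runs in reverse so mevalonate oxidation gives rising NADPH absorbance; 0% = complete reaction with DMSO and 100% = background rate lacking mevalonate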
PMI act satM6P = human PMI activators, high substrate, primary screen, biochemical, fluorescence intensity, near-saturating mannose 6-phosphate | coupled PMI enzyme assay, resazurin fluorescence, 20 min; stronger effect = higher value; 1 = untreated enzyme, 0 = substrate-free blank | activation factor at 20 µM | 190,000 tested, 0.34% active | AID 1216, 2008;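 active = activation factor of 2 or more at 20 µM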
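Test system: human phosphomannose isomerase with PGI, G6PDH, diaphorase coupling enzymes; Amount: PMI at 15 ng/mL final; Reagent: Mannose-6-phosphate 1.0 mM (near-saturating) plus 0.22 mM NADP+; Timing: 20 min, room temperature; Technique: resorufin fluorescence at Ex 544/Em 590 nm; Dosing: 20 µM single dose.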
TNAP inh noacc = human TNAP enzyme inhibitors, primary screen, biochemical, luminescent, no phosphate acceptor, uHTS. Alkaline phosphatase, tissue-nonspecific isozyme (Homo sapiens), P05186. purified TNAP, CDP-star luminescence, 30 min. inhibition, % at 20 µM. 200,000 tested, 0.26% active. AID 1012, 2008;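 active = tissue-nonspecific alkaline phosphatase inhibition above about 50% at 20 µM in the single-dose screen, limit read from the data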;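 note: 0% = DMSO negative control and 100% = EDTA positive control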
* = called active by the depositor. Rows were taken by chance. Share with any hit: about 1.7%.

SMILES	TNAP inh hiacc	Diaphorase inh	FLuc stim CS	Diaphorase act	G6PDH counter	PMI act	TNAP act hiacc	Efa HMGR inh	PMI act satM6P	TNAP inh noacc
COCCCN(C(=S)Nc1ccc(OC)cc1)C(C)c1ccncc1 (stereo unspecified)	1	7	1	0.9	8	1	1	1	1	-15
Cc1nc(CC(=O)N2CCN(S(=O)(=O)c3ccccc3C#N)CC2)cs1	-9	14	1.1	0.9	-1	1	1.1	-2	0.8	-17
O=C(c1ccc(F)cc1)N1CCCCC(Sc2nnc3ccccn23)C1=O (stereo unspecified)	-4	8	1.1	0.9	-12	1	1	2	0.9	-15
CCn1c(NC)cc(=O)n(C)c1=O	3	7	1	0.9	5	1.1	1	-3	1.1	-6
Cc1ccc(/C=N/N=C2/NC(=O)C(CC(=O)Nc3ccc(Cl)cc3)S2)o1 (stereo unspecified)	4	3	1	1	-17	0.9	1	-3	1	-5
COc1ccccc1N1CCN(C(=O)CSc2ccccc2)CC1	-2	12	1	0.9	1	1	1	-1	1	-8
C=CCN(c1ccc(C(N)=O)cc1)S(C)(=O)=O	-5	18	1	0.8	-2	0.9	1.1	-4	0.9	-16
CCOn1c(=O)c(-c2ccc(Cl)cc2)[n+]([O-])c2ccccc21	-1	4	1	1	4	0.9	1	-2	1	-4
CCc1ccc(NS(=O)(=O)c2ccc3[nH]c(=O)[nH]c3c2)cc1	-1	7	1	0.9	7	0.9	1	0	0.8	9
COc1ccc(OC)c(CN2CCN(S(=O)(=O)c3ccc(NC(C)=O)cc3)CC2)c1	-2	12	1	0.9	20	1	1	-4	1.1	-3

Reprinted from the part before: 3 entries, followed by the next part.
SMILES	TNAP inh hiacc	Diaphorase inh	FLuc stim CS	Diaphorase act	G6PDH counter	PMI act	TNAP act hiacc	Efa HMGR inh	PMI act satM6P	TNAP inh noacc
CCOn1c(=O)c(-c2ccc(Cl)cc2)[n+]([O-])c2ccccc21	-1	4	1	1	4	0.9	1	-2	1	-4
CCc1ccc(NS(=O)(=O)c2ccc3[nH]c(=O)[nH]c3c2)cc1	-1	7	1	0.9	7	0.9	1	0	0.8	9
COc1ccc(OC)c(CN2CCN(S(=O)(=O)c3ccc(NC(C)=O)cc3)CC2)c1	-2	12	1	0.9	20	1	1	-4	1.1	-3
CCN(Cc1ccncc1)C(=S)Nc1c(C)cccc1C	5	6	1	0.9	-2	0.9	1	-1	1	0
COc1ccc(CN2CC(C(=O)N3CCOCC3)CC2=O)cc1 (stereo unspecified)	-8	16	1.1	0.8	-3	1	1.1	-1	1.1	-21
Cc1ccc(S(=O)(=O)Oc2cccc(/C=N/n3cnnc3)c2)cc1	0	11	1	0.9	6	1	1	-4	0.9	-5
CC(=O)Nc1ccc(Br)c2ccccc12	0	2	1	1	8	1	1	3	1.1	-5
NC(=O)C1CCN(c2ccc(C(F)(F)F)cn2)CC1	0	4	1	1	6	1	1	-7	1	-2
Cc1ccc(-c2cc(-c3ccccc3)[nH]c(=S)c2C#N)cc1	-3	28	1.1	0.7	-20	0.9	1	0	0.9	-6
CCCC1(C(=O)O)NC(c2ccccc2O)C2C(=O)N(c3cccc(Cl)c3)C(=O)C21 (stereo unspecified)	-4	6	1	0.9	4	1.1	1	2	1.1	-38
Cc1ccc(-c2csc3nnc(SCC(=O)N4CCN(Cc5ccccc5)CC4)n23)cc1	-7	33	1	0.7	7	1.1	1.1	0	1.3	-5
C/C(=N\NC(=O)C1(C)CC1(Br)Br)c1cccc(NC(=O)C2CCC2)c1 (stereo unspecified)	0	12	1	0.9	5	0.9	1	2	0.9	-3
CCC(=O)Nc1nc2n(n1)C(c1ccc(OC)cc1)C=C(c1ccccc1)N2 (stereo unspecified)	2	8	1	0.9	-10	1.4	1	2	1.8	-5
CN(C)S(=O)(=O)c1cc(NC(=O)Cn2ccsc2=N)ccc1Cl	-4	8	1	0.9	-1	1.1	1	0	1	-13
CCN(CC)Cc1c(NC(=O)c2ccccc2)sc(C)c1C	-2	8	1	0.9	2	1.1	1	-3	1	-9
CCOC(=O)c1c(NC(=O)COC(=O)C2CC2C)sc(C)c1C (stereo unspecified)	-6	8	1.1	0.9	-2	0.9	1.1	1	0.9	-16
Cc1ccc(S(=O)(=O)N2CCN(C(=O)c3nn(C(C)C)c(=O)c4ccccc34)CC2)cc1C	1	9	1	0.9	4	1	1	-1	1	0
CN1C(=O)/C(=C/C=C2\SCCN2C)OC1=S	30	22	1	0.8	8	0.8	0.7	0	0.7	8
O=S(=O)(NCc1ccco1)c1cccc2cccnc12	-2	25	1	0.8	4	1	1	0	0.8	-7
O=C(O)CCCc1ccccc1	-2	11	1.1	0.9	10	1	1	-5	0.9	-9
CN(Cc1ccon1)C(=O)CCc1nnc(Cc2ccc(-c3ccccc3)cc2)o1	2	16	1	0.8	15	0.8	1	-1	0.9	-3
O=C(N/N=C/c1ccccc1[N+](=O)[O-])c1ccc(COc2ccccc2-c2ccccc2)cc1	-1	17	1	0.8	7	0.8	1	2	0.9	-7
CCOc1ccc(C(=O)NCc2ccncc2)cc1OCC	-8	7	1	0.9	0	1	1.1	2	1	-14
Cc1c(C(C)C)c(=O)n(-c2ccc(S(=O)(=O)NCc3ccccc3)cc2)n1C	-3	-3	1.1	1	3	1.3	1	-3	1.1	-4
C/C(=N/NC(=O)c1ccc2c(c1)OCO2)c1ccc(NC(=O)C(F)(F)F)cc1	-3	-11	1	1.1	13	1.1	1	-1	1.1	-6
O=C1CN(c2ccccc2F)C(=O)CN1c1ccccc1F	0	10	1.1	0.9	1	0.9	1	2	0.9	-6
CCCC12CN3CCN(CC(C3)/C1=N\NC(=O)Nc1ccccc1)C2	-2	13	1.1	0.9	-1	1.1	1	0	1	-24
COC(=O)c1ccccc1NC(=O)N1c2ccccc2Sc2ccccc21	0	12	1	0.9	1	0.8	1	-6	0.9	-16
Cc1nc2sc3c(c2c(=O)n1NC(=O)CCl)CCCC3	-2	16	1.1	0.8	3	1	1	-5	1	-10
CC(C)c1ccc(C2C3CSCC=C3C(C#N)=C(N)C2(C#N)C#N)cc1 (stereo unspecified)	0	26	1.1	0.7	3	0.7	1	-8	0.8	-8
CNC(=O)c1ccc(-c2sc3nc(N4CCOCC4)c4c(c3c2N)CC(C)(C)OC4)o1	-11	-2	1	1	15	0.9	1.1	2	0.5	-8
Cc1onc(-c2ccccc2)c1C(=O)Nc1ccc(S(=O)(=O)NC(C)(C)C)cc1	-8	23	1	0.8	24	0.8	1.1	-6	0.8	-6
CCCc1nnc(NC(=O)C2CCCO2)s1 (stereo unspecified)	-14	14	1.1	0.9	3	1	1.1	-3	1	-7

Reprinted from the part before: 2 entries, then new ones.
SMILES	TNAP inh hiacc	Diaphorase inh	FLuc stim CS	Diaphorase act	G6PDH counter	PMI act	TNAP act hiacc	Efa HMGR inh	PMI act satM6P	TNAP inh noacc
Cc1onc(-c2ccccc2)c1C(=O)Nc1ccc(S(=O)(=O)NC(C)(C)C)cc1	-8	23	1	0.8	24	0.8	1.1	-6	0.8	-6
CCCc1nnc(NC(=O)C2CCCO2)s1 (stereo unspecified)	-14	14	1.1	0.9	3	1	1.1	-3	1	-7
Cc1ccc(Cl)cc1N1CCN(C(=O)c2cn(C)c(=O)c3c2c2ccccc2n3C)CC1	-3	25	1.1	0.8	-4	0.8	1	3	0.8	-1
COc1ccc(NC(=S)NCC2CCCO2)c(C)c1 (stereo unspecified)	-4	10	1.1	0.9	-7	1	1	2	1	-7
COc1ccc(C(=O)CSc2ncn[nH]2)cc1OC	-1	6	1	0.9	14	1	1	3	0.9	16
CCc1ccc(NC(=O)CCN2C(=O)c3cccnc3C2=O)cc1	1	13	1	0.9	5	0.9	1	-1	0.8	-4
COc1ccc(/C=N/NC(=O)c2ccc(COc3ccccc3Cl)o2)c(OC)c1C	-8	6	1.1	0.9	-3	1.1	1.1	-9	1	-6
S=C(NCCc1ccccc1)N/N=C/c1ccccc1Cl	1	21	1.1	0.8	1	0.9	1	-5	0.9	-6
COc1ccc(NC(=O)N2CCCC(c3nc(-c4ccc(OC)cc4)no3)C2)cc1 (stereo unspecified)	1	9	1	0.9	-4	0.8	1	-1	0.9	-6
O=C1CC(C2CCCO2)C(=O)N1c1ccccc1 (stereo unspecified)	2	1	1	1	5	1	1	0	1	-2
O=S(=O)(c1ccccc1)N1CCN=C1SCc1ccc(Cl)cc1	-4	29	1	0.7	10	0.8	1	-1	0.5	-6
Cc1ccccc1C(=O)OCCCN=C1NS(=O)(=O)c2ccccc21	-2	15	1	0.8	4	0.9	1	-3	0.9	-7
COC(=O)c1nnn(CC(=O)Nc2cccc(Cl)c2C)c1C(=O)OC	0	4	1.1	1	4	1	1	-1	1	-10
NC(=O)CC(NC(=O)OCc1ccccc1)C(=O)O (stereo unspecified)	-8	10	1	0.9	5	1	1.1	1	1.1	-13
CC(C)CN(C(=O)CSc1nnc2ccccn12)c1c(N)n(CC(C)C)c(=O)[nH]c1=O	-5	-3	1	1	21	1	1.1	1	1.2	-5
O=C(CCc1ccccc1)NNC(=O)c1ccccc1F	-3	5	1.1	1	-8	0.9	1	5	1	-12
COc1cccc(NC(=O)c2cc3c(=O)n4ccccc4nc3n(CC(C)C)c2=N)c1	9	-4	1.1	1	2	1	0.9	-2	1	5
NS(=O)(=O)c1ccc(CCNC(=O)c2cc(-c3ccccc3)nc3ccccc23)cc1	2	19	1	0.8	7	0.8	1	3	1	-8
